# Compound activity deposited in PubChem BioAssay by Broad Institute.
# Statin myotox sup: suppressors of statin myotoxicity in C2C12 myotubes, primary screen, cell-based, single point, plate reader; rescue of ATP level, % at 7.49 µM; C2C12 myotubes + simvastatin, ATP luminescence, 48 h; scaled: DMSO 0, geranylgeraniol control 100; 330,000 tested, 0.78% active; AID 602340, 2012;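 active = mean ATP rescue above about 67%, or every replicate alone reaching that limit, limit read from the data, passing the limit was not always enough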;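 note: myotubes were challenged with 10 µM simvastatin during compound exposure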
# DENV2 CPE rescue: inhibitors of DENV2 cytopathic effect, primary screen, cell-based, plate reader, single concentration; DENV2-infected cells, cytopathic effect rescue; CPE inhibition, % at 9.99 µM; 350,000 tested, 1.7% active; AID 651640, 2012; in the data active = CPE inhibition above about 20%, passing the limit was not always enough; tested in BHK-21 cells;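 note: 0% = median of neutral control wells and 100% = median of positive control wells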
# E-sel inducer: E-selectin induction in HUVECs, primary screen, imaging, HUVEC, immunofluorescence imaging, single point; activation, % at 7.58 µM; normalized: neutral wells 0, TNF-alpha wells 100; P16581; 260,000 tested, 0.37% active; AID 686992, 2013;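 active = mean E-selectin-positive cell signal at least 10% of the positive control, reached in at least 60% of replicates, without over 20% cell loss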;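 note: in these data hits start at about 27%; measured in HUVEC primary endothelial cells; signal is the percent of cells scored E-selectin positive by PE staining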
#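 Assay system: HUVEC primary endothelial cells. Input: 3,000 HUVEC seeded per well. Doses: one compound dose added by pin transfer. Read-out basis: % PE-positive cells. Benchmarks: TNF-alpha high, DMSO low. Detection: immunofluorescence imaging. Buffer or medium: EGM-2, gelatin.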
# SIRT5 inh: SIRT5 desuccinylase inhibitors, primary screen, biochemical, fluorescence imaging, single point, set 5. NAD-dependent protein deacylase sirtuin-5, mitochondrial (Homo sapiens), Q9NXA8. Purified SirT5, succinyl-peptide AMC, trypsin-coupled fluorescence. inhibition, % at 15 µM. 330,000 tested, 1.1% active; in the data active = inhibition above about 15%
# Target sequence (Q9NXA8 whole entry, looked up): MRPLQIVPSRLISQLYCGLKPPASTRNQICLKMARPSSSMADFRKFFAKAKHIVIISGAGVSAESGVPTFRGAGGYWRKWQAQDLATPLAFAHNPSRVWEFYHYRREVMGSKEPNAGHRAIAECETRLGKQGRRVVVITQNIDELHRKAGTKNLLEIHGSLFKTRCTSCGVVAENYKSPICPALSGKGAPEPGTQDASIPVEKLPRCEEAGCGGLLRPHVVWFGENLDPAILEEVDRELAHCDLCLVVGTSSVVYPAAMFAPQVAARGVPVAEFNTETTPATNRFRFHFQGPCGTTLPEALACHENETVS
# S100A4 MyoIIA: inhibitors of S100A4-myosin IIA peptide binding, primary screen, biochemical, fluorescence polarization, TAMRA-MyoIIA peptide | Protein S100-A4 (Homo sapiens), P26447 | 360,000 tested, 0.14% active | inhibition, % at 10.7 µM | AID 652163, 2013;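 active = mean inhibition of at least 70% across replicates, with every replicate also reaching that level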
# Target sequence (P26447 whole entry, looked up): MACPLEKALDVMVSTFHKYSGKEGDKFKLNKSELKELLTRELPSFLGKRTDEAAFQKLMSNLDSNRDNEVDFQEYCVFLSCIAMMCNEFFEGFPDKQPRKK
#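 Material: human S100A4 monomer with TAMRA-labelled myosin IIA peptide; buffer or medium: HEPES pH 7.2 with CaCl2, KCl, NaCl, DTT, Triton; compound dosing: one concentration per compound; schedule: 5 min incubation before reading; benchmarks: neutral control DMSO, positive control TFP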
# ERp5 inh: inhibitors of ERp5-driven insulin aggregation, primary screen, biochemical, turbidity, absorbance 650 nm, single point; 90 min; 350,000 tested, 0.05% active; Protein disulfide-isomerase A6 (Homo sapiens), Q15084; inhibition, % at 9.99 µM; AID 651711, 2012;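 active = mean replicate inhibition above about 25%, with every replicate also reaching it, limit read from the data, passing the limit was not always enough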
# Target sequence (Q15084 whole entry, looked up): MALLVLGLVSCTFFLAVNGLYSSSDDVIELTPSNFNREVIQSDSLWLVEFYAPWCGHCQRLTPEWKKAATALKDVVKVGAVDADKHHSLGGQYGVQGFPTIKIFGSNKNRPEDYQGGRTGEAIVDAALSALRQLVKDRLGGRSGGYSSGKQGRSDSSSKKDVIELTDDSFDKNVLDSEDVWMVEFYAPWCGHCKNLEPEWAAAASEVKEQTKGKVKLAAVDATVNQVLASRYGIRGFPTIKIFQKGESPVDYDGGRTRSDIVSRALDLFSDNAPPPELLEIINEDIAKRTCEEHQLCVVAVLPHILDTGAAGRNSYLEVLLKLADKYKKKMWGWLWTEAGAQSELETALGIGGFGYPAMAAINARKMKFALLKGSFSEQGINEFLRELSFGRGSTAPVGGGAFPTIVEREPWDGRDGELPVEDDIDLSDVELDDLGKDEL
# PglD DTNB: C. jejuni PglD acetyltransferase inhibitors, primary screen, biochemical, DTNB colorimetric, single point. UDP-N-acetylbacillosamine N-acetyltransferase PglD (Campylobacter jejuni). purified PglD enzyme, DTNB colorimetric CoA detection. inhibition, % at 12.5 µM. 360,000 tested, 0.098% active. AID 602405, 2012; in the data active = inhibition above about 16%, passing the limit was not always enough; note: strong numbers were not always called active
# The depositor's hits bear a star; nt = no result given; & = joins results of further samples. These rows are one share of the data (hit frequency here may not be typical).
molecule,Statin myotox sup,DENV2 CPE rescue,E-sel inducer,SIRT5 inh,S100A4 MyoIIA,ERp5 inh,PglD DTNB
COc1cccc(CNC(=O)CCC2CCCN(c3cc(C)nc(N4CCCC4)n3)C2)c1 (stereo not drawn),nt,-0.4,nt,12.5,3.4,3.3,nt
CC(=O)C1C(c2ccccc2Cl)NC(=O)NC1(O)C(F)(F)F (stereo not drawn),nt,6.4,-0.1,1.0,-5.2,2.2,0.7
CC(=O)N(C)C[C@H]1Oc2cc(C#CC(C)(C)O)ccc2S(=O)(=O)N([C@@H](C)CO)C[C@@H]1C,11.6,3.6,-0.2,0.8,-10.9,-2.9,-7.0
O=C(C[C@H]1C=C[C@H](NC(=O)c2cccc(F)c2)[C@@H](CO)O1)NCc1ccc(Oc2ccccc2)cc1,-4.6,-9.2,-0.3,0.6,2.0,-7.1,5.8
Cc1c(CCCl)c(Cl)n2c(nc3ccccc32)c1C#N,nt,-0.1,nt,nt,-1.4,-6.6,nt
CCOC(=O)C1CN(S(=O)(=O)c2ccc(C)cc2)C1,-18.4,nt,0.9,nt,nt,nt,1.8
O=C1CCCc2c1nc(-c1ccc(F)cc1)n2O,nt,7.3,-0.2,-6.7,-2.9,3.8,nt
CCC1CCCCN1CCCNC(=O)c1ccc(CS(=O)(=O)c2ccccc2C)o1 (stereo not drawn),8.6,-2.4,nt,-3.9,-17.8,-0.5,-2.1
O=C1Nc2ccccc2C1=Nc1ccccc1-c1ccccc1,nt,-0.3,-0.1,-2.3,-4.4,-1.9,nt
Cc1ccc(N2CC(C(=O)NNC(=O)c3ccc(F)cc3)CC2=O)cc1 (stereo not drawn),-16.4,4.4,0.3,-3.2,7.8,3.4,5.1
CCCC(=O)OC[C@H]1CN(C2CCCC2)S(=O)(=O)c2c(Oc3ccc(F)cc3OC)cccc2O1,nt,-11.0,0.0,nt,0.1,6.4,nt
C[C@@H]1CN([C@H](C)CO)C(=O)c2cc(NC(=O)Nc3ccc4c(c3)OCO4)ccc2O[C@H]1CN(C)Cc1ccc(Cl)c(Cl)c1,10.7,1.1,2.3,-2.3,2.2,-0.8,10.0
CN1C[C@@H]2[C@H](c3ccccc31)[C@H](CO)N2C(=O)C1CCOCC1,-10.3,-8.5,-0.1,2.8,7.2,0.4,1.9
O=C(C[C@H]1CC[C@H]2NC[C@H](O)COC[C@@H]2O1)NCCc1ccncc1,6.7,-1.3,0.1,nt,nt,nt,1.5
COc1ccc(-c2sc3ccc(N4CCOCC4)cc3c2-c2ccc(OC)c(F)c2)cc1,-54.5,-14.6,-0.2,-7.1,8.6,-2.5,-3.8
CN(CC(=O)Nc1ccccc1C(=O)NC1CC1)Cc1ccccc1F,nt,78.2*,nt,-4.1,2.4,1.8,nt
CCCN1C[C@@H](C)[C@@H](OC)CN(C)C(=O)c2cc(NS(=O)(=O)c3ccccc3)ccc2OC[C@@H]1C,3.5,-2.1,0.0,-1.7,0.4,3.7,0.1
COc1ccc(CN2CC3(CN(C(=O)Nc4cccc(F)c4)C3)c3c([nH]c4cc(OC)ccc34)[C@H]2CO)cc1,nt,9.1,-0.6,0.7,5.1,-10.4,nt
CC(=O)c1cc2c(cc1NC(=O)Cn1cnc3ccccc3c1=O)OCO2,3.1,5.2,nt,0.6,-1.5,0.1,-6.6
Cc1oc(-c2ccc(Cl)cc2)nc1CN1CCCC(C(=O)NCCCN2CCCC2=O)C1 (stereo not drawn),-0.1,-10.0,-0.3,nt,3.5,-4.7,-3.8
CN(C)CCCN(Cc1ccccc1)C(=S)NCc1ccccc1,nt,-5.7,-1.0,-11.2,0.5,-2.6,nt
Cc1ccc(S(=O)(=O)N2CCN(C(=O)c3ccccn3)CC2)c(C)c1,nt,6.4,5.5,nt,-7.2,0.9,nt
Cc1ccc(OCc2nc(-c3cccnc3)no2)cc1C,nt,-0.8,424.3*,0.2,-10.7,1.9,-10.8
COCC(=O)NC[C@H]1N[C@H](CO)[C@@H]1c1ccc(C2=CCCCC2)cc1,5.4,nt,0.4,nt,nt,nt,0.2
Cc1cc2c(=O)[nH]c(N)nc2[nH]1,nt,1.8,-0.1,-1.4,19.4,6.5,-2.7
CC1(C)C2CC=C(/C=N/NC(=O)C(N)=O)C1C2 (stereo not drawn),nt,1.0,0.0,-7.8,3.4,6.2,1.3
CCOc1ccc(C(=O)COC(=O)CN2C(=O)NC3(CCCCC3C)C2=O)cc1 (stereo not drawn),-1.9,0.5,-0.8,-7.0,4.4,5.8,0.1
Cc1cc(NC(=O)CSc2nc3ccccc3n2CC(C)C)no1,nt,-2.5,nt,5.9,-4.7,-6.3,nt
CCN(C(=O)COC(=O)CCCOc1ccccc1)c1c(N)n(Cc2ccccc2)c(=O)[nH]c1=O,-0.5,-0.9,-0.5,-23.9,2.1,-0.5,-0.9
CCOC(=O)COc1cc2oc(=O)cc(C)c2cc1[N+](=O)[O-],19.8,9.2,0.0,-4.4,6.3,-3.1,nt
CN(Cc1nccn1C)C(=O)CC1C(=O)NCCN1Cc1ccc(F)cc1Cl (stereo not drawn),8.9,-1.9,-0.1,-2.3,-2.1,-2.8,-3.7
CN1C(=O)c2cc(NC(=O)C3CCC3)ccc2OC[C@H]2O[C@H](CC(=O)NCc3ccccc3F)CC[C@H]21,nt,-4.5,0.0,2.4,-0.5,-7.8,nt
CS(=O)(=O)N1CCCC(C(=O)NCc2ccco2)C1 (stereo not drawn),-5.4,-2.8,nt,-25.0,-3.0,1.8,-2.7
CC(C)N1C(=O)c2ccccc2NC(=O)C1C(=O)NC1CC1 (stereo not drawn),nt,-0.1,-0.3,2.9,2.4,1.3,nt
CCOC(=O)Cn1nc(C)c(NC(=O)COc2ccccc2[N+](=O)[O-])c1C,nt,4.0,2.1,1.0,2.1,-14.5,nt
O=C(CNC(=O)c1nc[nH]c1C(=O)NCc1ccccc1)OCc1ccccc1,16.1,-5.0,nt,3.1,1.6,8.6,-3.8

# Some of the entries so far, with two lines to a compound:
# Below each compound: Statin myotox sup	DENV2 CPE rescue	E-sel inducer	SIRT5 inh	S100A4 MyoIIA	ERp5 inh	PglD DTNB
- COc1cccc(CNC(=O)CCC2CCCN(c3cc(C)nc(N4CCCC4)n3)C2)c1 (stereo not drawn)
    nt	-0.4	nt	12.5	3.4	3.3	nt
- CC(=O)C1C(c2ccccc2Cl)NC(=O)NC1(O)C(F)(F)F (stereo not drawn)
    nt	6.4	-0.1	1.0	-5.2	2.2	0.7
- CC(=O)N(C)C[C@H]1Oc2cc(C#CC(C)(C)O)ccc2S(=O)(=O)N([C@@H](C)CO)C[C@@H]1C
    11.6	3.6	-0.2	0.8	-10.9	-2.9	-7.0
- O=C(C[C@H]1C=C[C@H](NC(=O)c2cccc(F)c2)[C@@H](CO)O1)NCc1ccc(Oc2ccccc2)cc1
    -4.6	-9.2	-0.3	0.6	2.0	-7.1	5.8
- Cc1c(CCCl)c(Cl)n2c(nc3ccccc32)c1C#N
    nt	-0.1	nt	nt	-1.4	-6.6	nt
- CCOC(=O)C1CN(S(=O)(=O)c2ccc(C)cc2)C1
    -18.4	nt	0.9	nt	nt	nt	1.8
- O=C1CCCc2c1nc(-c1ccc(F)cc1)n2O
    nt	7.3	-0.2	-6.7	-2.9	3.8	nt
- CCC1CCCCN1CCCNC(=O)c1ccc(CS(=O)(=O)c2ccccc2C)o1 (stereo not drawn)
    8.6	-2.4	nt	-3.9	-17.8	-0.5	-2.1

# (list continues)
molecule,Statin myotox sup,DENV2 CPE rescue,E-sel inducer,SIRT5 inh,S100A4 MyoIIA,ERp5 inh,PglD DTNB
S=C(NCc1ccccc1)N1CCN(c2ccccc2)CC1,nt,-2.0,nt,-4.9,0.7,-4.9,nt
CC1(C)CC(N=c2cc(-c3ccccc3)oc3ccc(Cl)cc23)CC(C)(C)N1,nt,-1.2,nt,3.5,-2.5,1.8,nt
Cc1nn2c(-c3ccccn3)ccnc2c1Cl,nt,-9.5,4.0,1.2,-3.8,-0.8,nt
O=C(Nc1ccc(F)c(F)c1)C1=COCCO1,4.1,-2.3,-0.2,-0.1,-10.1,-0.8,-0.9
C[C@H](CO)N1C[C@H](C)[C@@H](CN(C)C(=O)c2ccc3ccn(C)c3c2)OCc2cn(nn2)CCCC1=O,12.1&2.4&-1.8,-6.8&-1.3,-0.1&0.1,-2.3&-3.4,-2.6&2.1,1.3&-0.1,2.6&-0.2
O=C(c1cccc(F)c1)N1CC[C@@H]2[C@H](CO)Nc3ccc(C#Cc4ccc(F)cc4)cc3[C@@H]21,-9.0,-4.9,0.2,0.7,-12.8,0.5,0.8
Cc1cc2ccccc2n1CCNC(=O)C(C)C,20.2,-4.8,2.3,1.1,56.2,-1.1,1.8
CN1CCN(C(=O)C[C@@H]2CC[C@@H]3[C@H](COC[C@H](O)CN3C(=O)Nc3ccc4c(c3)OCO4)O2)CC1,-18.3,-6.1,-0.3,nt,nt,nt,2.2
CC(C)C#Cc1ccc2c(c1)O[C@H](CN(C)Cc1cccnc1)[C@@H](C)CN([C@H](C)CO)S2(=O)=O,-118.4,-2.8,4.6,10.5,-0.8,-1.8,-2.9
Cc1nc(NCCOc2ccccc2)sc1C(=O)Nc1ccccc1,nt,12.1,0.3,1.0,-10.2,3.9,nt
COc1ccc(OC)c(/C=C2\N=C(c3ccccc3)OC2=O)c1,16.3,2.7,0.1,-0.6,-10.8,-2.1,-6.8
COc1ccc(N/C=C/C(=O)C(C)(C)C)cc1,4.6,-8.9,nt,3.0,-11.5,-1.0,-15.0
N#C[C@@H]1[C@H](c2ccc(-c3ccccc3F)cc2)[C@H](CO)N1C(=O)Cc1ccccc1,17.3,-15.1,-0.1,3.8,0.6,-3.9,-0.5
O=c1[nH][nH]c2cc(=O)n(-c3cccc(C(F)(F)F)c3)nc12,nt,6.0,nt,4.5,10.6,0.7,nt
O=C(N/N=C/c1c[nH]c2ccccc12)c1cccc(Cl)c1,1.5,-1.1,0.7,2.2,3.9,-0.8,-1.0
O=C(Cn1nnc(-c2cccs2)n1)NCc1ccccc1,nt,6.5,nt,0.3,0.8,0.0,nt
O=C(NCCc1c[nH]c2ccccc12)c1cnccn1,nt,-12.9,0.2,1.5,0.8,1.2,nt
C[C@H]1CCCCO[C@@H](CN(C)C(=O)Nc2ccc(C(F)(F)F)cc2)[C@@H](C)CN([C@@H](C)CO)C(=O)c2cc(NC(=O)NC3CCCCC3)ccc2O1,nt,-8.3,nt,1.3,1.0,0.5,0.7
O=C(NN=C1CCCC1)c1ccc(O)cc1O,-2.9,6.4,nt,2.2,3.9,0.4,5.3
CCCNC(=O)N1[C@@H]2CNC[C@H]1C2c1ccc(/C=C/c2ccccc2)cc1 (stereo partly drawn),nt,-12.2&13.7,0.0&0.1,-5.6&-1.7,-2.0&-10.4,-4.9&0.2,nt
